Tau filament bind = tau filament binding; Potency, µM (series often up to 57.1 µM), for inactives: at the highest dose activity change, negative = inhibition; P10636; hit rate 2% among 71,000; recombinant tau filaments, thioflavin S fluorescence, 15 h; filaments grown with octadecylsulfate alongside compound; AID 596;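 note: potency is the fitted concentration of half-maximal effect; % is set by controls: 0 for no effect and ±100 for the full control effect; actives lower thioflavin S fluorescence by blocking filaments or displacing dye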
Target sequence (P10636 whole entry, looked up): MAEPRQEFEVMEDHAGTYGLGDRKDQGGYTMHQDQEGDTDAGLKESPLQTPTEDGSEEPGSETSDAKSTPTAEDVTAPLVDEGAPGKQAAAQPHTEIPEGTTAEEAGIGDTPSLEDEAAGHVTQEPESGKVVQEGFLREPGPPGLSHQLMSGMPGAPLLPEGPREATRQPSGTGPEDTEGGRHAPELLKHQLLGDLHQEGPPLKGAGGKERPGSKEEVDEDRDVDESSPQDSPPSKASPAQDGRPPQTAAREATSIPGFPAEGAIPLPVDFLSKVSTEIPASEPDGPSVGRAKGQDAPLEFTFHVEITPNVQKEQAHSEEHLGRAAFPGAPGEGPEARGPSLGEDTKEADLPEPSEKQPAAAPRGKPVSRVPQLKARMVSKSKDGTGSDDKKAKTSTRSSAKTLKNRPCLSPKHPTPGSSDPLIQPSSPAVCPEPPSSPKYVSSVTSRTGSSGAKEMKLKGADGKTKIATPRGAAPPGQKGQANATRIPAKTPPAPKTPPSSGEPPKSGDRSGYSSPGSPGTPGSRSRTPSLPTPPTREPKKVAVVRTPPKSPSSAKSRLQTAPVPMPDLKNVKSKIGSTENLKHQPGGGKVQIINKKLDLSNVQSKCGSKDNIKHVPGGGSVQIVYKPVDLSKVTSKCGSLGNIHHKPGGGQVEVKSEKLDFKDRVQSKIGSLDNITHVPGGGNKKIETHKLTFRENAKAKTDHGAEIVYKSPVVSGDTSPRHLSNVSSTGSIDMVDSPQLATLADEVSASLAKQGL
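His-tagged recombinant human tau (exons 2, 3 and 10 included), 1 uM, was induced to fibrillize by 30 uM sodium octadecylsulfate with compound present. After 15 h at 37 C, thioflavine S fluorescence (ex 450, em 510 nm) was read.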
ERK AVP inh = inhibitors of vasopressin-stimulated ERK signaling pathway. Potency, µM (top dose mostly 57.5 µM), inactives show at the top dose activity, negative = inhibition, hits mostly inhibitors. hit rate 0.99% among 72,000. HEK293-V1b, vasopressin-stimulated pERK AlphaScreen. AID 995; note: potency is the fitted concentration of half-maximal effect; % is set by controls: 0 for no effect and ±100 for the full control effect; nearly all actives have a fitted effect of over 55% in size
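qHTS, compounds titrated on V1b-expressing HEK293 cells. Preincubation 30 min at 37C, vasopressin 25 nM for 5 min, lysis 10 min, bead incubation 5 hr at room temperature.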
HBB splice mod = modulators of hemoglobin beta chain splicing | HBB splicing reporter cell assay, activation; EGFP reporter with mutant IVS2-654 intron; response scale: normalised to 500 nM splice-correcting PNA | Potency, µM (titrated, usually from 46.1 µM), inactives show at the highest dose activation, hits mostly activators | hit rate 0.06% among 65,000; note: potency is the fitted concentration of half-maximal effect; 0% is about no effect
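HeLa cells stably expressing EGFP interrupted by mutant beta-globin intron 2 (IVS2-654), 500/well in 2% FCS. Treated with compound for 2 days at 37C. Splicing correction scored as total well GFP intensity (488 nm excitation, 500-520 nm emission); 500 nM antisense PNA served as control.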
Luciferase inh = inhibitors of firefly luciferase; P08659; AID 411; hit rate 2.2% among 72,000; purified firefly luciferase, luminescence, 8 min; Potency, µM (top dose mostly 57.1 µM), without a hit: top-dose activity change, negative = inhibition, most hits filed as inhibitors; note: potency is the fitted concentration of half-maximal effect; % is set by controls: 0 for no effect and ±100 for the full control effect; nearly all actives have a fitted effect of over 40% in size
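Firefly luciferase (PKLight detection mix) with 10 uM ATP in pH 7.2 imidazole buffer (KCl, MgCl2, Tween 20, BSA). Compounds tested across a concentration series (qHTS). Luminescence read after 8 min at ambient temperature.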
CRE-bla Fsk = alters forskolin-stimulated CRE reporter signaling in CHO cells | CHO CRE-bla reporter (cAMP response element driving beta-lactamase), forskolin EC10, beta-lactamase ratio | Potency, µM (titrated, usually from 38.2 µM), for the others: at the top dose activity change, negative = inhibition, actives largely listed as activators | hit rate 2.5% among 71,000 | AID 662; active = well fitted activation curve with a large enough effect in the signal ratio, with a control signal flat, not every such curve was filed as active; inconclusive = small, poorly fitted or top-dose-only effect, or effect the other way, or a change in a side signal; the % refers to the signal ratio; note: potency is the fitted concentration of half-maximal effect; % of control where 0% means no effect
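Cells were plated overnight at 37 °C, exposed to compound titrations plus EC10 NKH 477 for 3 h, then given CCF4 dye for 2 h at room temperature. Blue/green (460/530 nm) ratio was converted to %Activity and AC50 values calculated.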
Hsp90 Hop PPI = changes Hsp90-Hop TPR2A binding signal, up or down; hit rate 0.44% among 71,000; AID 595; AlphaScreen TPR2A-His6 binding biotin-Hsp90 C-terminal peptide; Potency, µM (top dose mostly 57 µM), for the others: at the top dose activity change, negative = inhibition; active = well fitted curve in either direction with a large enough effect; inconclusive = small, poorly fitted or top-dose-only effect, or another doubt; note: potency is the fitted concentration of half-maximal effect; % is set by controls: 0 for no effect and ±100 for the full control effect; many of its hits are not listed in these tables
HADH2 inh = inhibitors of human HADH2 dehydrogenase; hit rate 3.4% among 73,000; Potency, µM (doses to about 57.1 µM), inactives show top-dose activity change, negative = inhibition, actives largely listed as inhibitors; recombinant HADH2, NADH fluorescence, beta-hydroxybutyryl-CoA; note: potency is the fitted concentration of half-maximal effect; % is set by controls: 0 for no effect and ±100 for the full control effect; nearly all actives have a fitted effect of over 60% in size; many of its hits are not listed in these tables
Target sequence (Q99714 whole entry, looked up, one chain of several): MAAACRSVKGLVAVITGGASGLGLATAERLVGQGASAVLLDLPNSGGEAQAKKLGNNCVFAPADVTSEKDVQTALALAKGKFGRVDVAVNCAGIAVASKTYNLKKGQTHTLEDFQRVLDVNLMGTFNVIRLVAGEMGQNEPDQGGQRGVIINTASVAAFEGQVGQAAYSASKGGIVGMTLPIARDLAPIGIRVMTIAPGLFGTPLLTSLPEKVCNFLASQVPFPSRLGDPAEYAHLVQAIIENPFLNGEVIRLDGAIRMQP
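20 nM HADH2 + cpd, 15 min RT; add 1 mM NAD+/90 uM beta-hydroxybutyryl-CoA; kinetic fluorescence 360/450 nm, 4 min. Tris-HCl pH 9.0, 0.01% Tween-20.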
TexasRed autofl = compounds fluorescent in Texas Red spectral region | Compound fluorescence, Texas Red channel, 547/618 nm; active compounds read high | max dye-equivalent concentration, M | hit rate 0.06% among 59,000 | AID 587; in the data active = max dye-equivalent concentration above about 10 nM; inconclusive = between about 1.1 nM and that limit
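qHTS profiling of intrinsic compound fluorescence; 100 mM Tris pH 8.0; 15 min RT; ex 547 / em 618 nm; response expressed as Texas Red dye-equivalent concentration from six-point plate standard.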
DNA Pol III inh = DNA polymerase III holoenzyme inhibition. reconstituted DNA polymerase III holoenzyme replication, biochemical. Potency, µM (doses to about 57.1 µM), for the others: top-dose activity change, negative = inhibition. hit rate 0.25% among 71,000. AID 603; note: potency is the fitted concentration of half-maximal effect; % is set by controls: 0 for no effect and ±100 for the full control effect
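Reconstituted *E. coli* holoenzyme (0.35 nM Pol III, 1 nM beta, 154 nM SSB, 2 nM primase) was preincubated with compound for 15 min at RT. Synthesis on 1.4 nM ssM13Gori ran 35 min, then was stopped with PicoGreen/EDTA and read as dsDNA fluorescence.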
ALOX15 inhib = 15-hLO (ALOX15) enzyme inhibition; hit rate 1.4% among 74,000; AID 887; purified 15hLO-1, xylenol orange hydroperoxide absorbance; Potency, µM (doses to about 57.1 µM), without a hit: top-dose activity change, negative = inhibition, usual class: inhibitors; P16050; note: potency is the fitted concentration of half-maximal effect; % is set by controls: 0 for no effect and ±100 for the full control effect; nearly all actives have a fitted effect of over 55% in size
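Hydroperoxide formed from arachidonic acid (50 uM) by purified human 15hLO-1 (40 nM) oxidizes ferrous iron, and the ferric-xylenol orange complex is read at 573 versus 405 nm. Compounds were preincubated 15 min; reaction ran 6 min at room temperature.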
Rhodamine autofl = compound autofluorescence in rhodamine spectral region. Rhodamine-region fluorescence, 547/598 nm, Tris buffer; active compounds read high. max dye-equivalent concentration, M. hit rate 0.05% among 59,000. AID 594; in the data active = max dye-equivalent concentration above about 11 nM; inconclusive = between about 1.1 nM and that limit
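Intrinsic compound fluorescence, ex 547 / em 598 nm, CCD imager. Tris 100 mM pH 8.0; 15 min RT. Output = rhodamine dye-equivalent concentration at each compound concentration.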
An asterisk follows results filed as active; i = inactive; ? = inconclusive; nt = not tested or not shown; [ ] = remark or other dose. Unless noted, calls come from the whole dose curve; as a rule, active = well fitted curve in the direction sought with a large enough effect; inconclusive = small, poorly fitted or top-dose-only effect, or another doubt; inactive = no such curve, though single readings can be large; an effect the other way counts as inactive or inconclusive. An excerpt; the hit share may differ from the screen's.

SMILES	Tau filament bind	ERK AVP inh	HBB splice mod	Luciferase inh	CRE-bla Fsk	Hsp90 Hop PPI	HADH2 inh	TexasRed autofl	DNA Pol III inh	ALOX15 inhib	Rhodamine autofl
CC(C)COC(=O)C1C2C=CC3(CN(C4CCCC4)C(=O)C13)O2 (stereo not given)	6%	-4%	0.5%	2%	2%	-5%[2.3 µM]	3%	nt	1%	1%	nt
COc1ccccc1NC(=O)c1sc2nc(-c3ccco3)ccc2c1N	7%	-10%	-0.5%	4%	?	-6%	-6%	i	0%	-2%	i
O=C1CCCC2=C1C(c1ccsc1)CC(=O)N2c1ccccc1 (stereo not given)	1%	-1%	0.0%	2%	-6%	-8%	-12%	?	4%	-2%	i
COc1ccc(NC(=O)N2CCCC3(CCN(C(=O)c4ccc(OC)cc4)CC3)C2)cc1	-4%	-10%	3.5%	-1%[11.4 µM]	-6%	-5%	4%	i	1%	4%	i
O=C(NCC1CCCO1)c1ccc(/C=N/O)nc1 (stereo not given)	5%	12%	-1.1%	0%	-10%	?	8%	i	-8%	10%	i
O=C(Nc1cccc(O)c1)c1cccc(S(=O)(=O)N2CCCC2)c1	-3%	-6%	-4.2%	-2%	-5%	-4%	-1%	?	-4%	-1%	i
Cc1ccc(-c2cc(C(=O)Nc3cccnc3)c3ccccc3n2)o1	-20%	-20%	1.0%	7.9µM*	13%	-1%	2%	nt	-11%	-24%	nt
CCOC(=O)C1CCCN(C(=O)C2CCN(c3nnc(-n4cccc4)s3)CC2)C1 (stereo not given)	12%	-11%	-0.8%	-8%	-7%	0%	0%	nt	-16%	3%	nt
Cc1cc(C(=O)Nc2cccc(O)c2)co1	1%	-30%	1.2%	-23%	5%	-4%	-2%	nt	-2%	-5%	nt
Cc1nc2sc3c(c2c(=O)o1)CCC3	1%	19%	nt	0%	2%	0%	-16%	i	-3%	-9%	i
CCC(SCC(=O)OC)C(=O)Nc1nnc(C(C)C)s1 (stereo not given)	2%	nt	0.3%	1%	-1%	-1%	-2%	nt	-9%	3%	nt
Cc1cc(NC(=O)CS(=O)(=O)c2cn(Cc3cccc(F)c3)c3ccccc23)no1	-2%	0%	-1.2%	0%	-4%	-5%	-1%	i	-2%	-11%	i
CCC(=O)Nc1cc(C)c(NC(=O)CCc2ccccc2)cn1	172%	-6%	nt	-1%	-5%	-2%	1%	?	2%	-6%	i
Oc1ccccc1CNc1nc2ccccc2n1CCN1CCCCC1	14%	-8%	-0.9%	1%	-18%	-6%	3%	nt	4%	13µM*	nt
O=C(CSCc1nc2ccccc2[nH]1)N1CCN(c2cccc(Cl)c2)CC1	-10%	25µM*	-0.9%[57.5 µM]	3%	-25%	-6%	-9%	i	-2%	9%	i
CC(C)Oc1ccc(N2CC(C(=O)Nc3ccc4c(c3)OCO4)CC2=O)cc1 (stereo not given)	12%	-14%	-0.7%	-5%	-4%	2%	3%	nt	-5%	1%	nt
COCC(=O)N1CCC2(CCN(Cc3ccc(C#N)cc3)CC2)CC1	11%	1%	1.4%	1%[11.4 µM]	2%	-7%	-5%	i	-5%	7%	i
Cc1ccc(S(=O)(=O)N2CCN(S(=O)(=O)N(C)C)CC2)cc1	9%	-4%	-0.5%	0%	?	-2%	3%	i	-5%	10%	i
N#Cc1nc(-c2ccco2)oc1NCc1ccco1	2%	-15%	0.3%[0.369 µM]	-3%	29%	-7%	?	?	1%	10%	i
C=CCn1cc(Cl)c(=O)n(CC=C)c1=O	-5%	8%	0.0%	0%	?	1%	-2%	?	-6%	-1%	i
O=C1CCCc2c1[nH]c1c(Br)cccc21	-11%	-25%	2.6%	5%	9%	-1%	-18%	nt	-6%	-3%	nt
CCN(C(=O)CN1CCCc2ccccc21)c1c(N)n(Cc2ccccc2)c(=O)[nH]c1=O	6%	-4%	0.2%[57.5 µM]	0%	-2%	1%	2%	?	0%	1%	i
COc1ccc(OC)c(S(=O)(=O)Nc2ccc(OCC(=O)O)cc2)c1	4%	nt	-0.6%	4%	-5%	0%	-5%	nt	-3%	9%	nt
Cn1c(CCN2CCCCC2)nc2cc(NC(=O)NC3CCCCC3)ccc21	8%	11%	-2.4%[57.5 µM]	1%	-2%	0%	2%	i	-2%	4%	i
C=CCNS(=O)(=O)c1ccc(OCC(=O)OCC)cc1	0%	-15%	0.5%	-1%	-3%	2%	7%	?	-6%	-3%	i
Next records:
SMILES	Tau filament bind	ERK AVP inh	HBB splice mod	Luciferase inh	CRE-bla Fsk	Hsp90 Hop PPI	HADH2 inh	TexasRed autofl	DNA Pol III inh	ALOX15 inhib	Rhodamine autofl
N#Cc1c(/N=C/c2cccs2)sc2c1CCC2	16µM*	-19%	-2.1%[57.5 µM]	10µM*	-13%	-9%	-1%	i	-1%	-17%	i
CCN(Cc1cc2cc(C)ccc2[nH]c1=O)S(=O)(=O)c1ccccc1	5%	-5%	2.5%[57.5 µM]	-2%	8%	-4%	16%	i	-8%	0%	i
O=C1NC(c2ccc3c(c2)OCO3)Nc2ccccc21 (stereo not given)	2%	2%	0.0%[57.5 µM]	0%	4%	1%	?	?	2%	-12%	i
COC(=O)CSC1=C(C#N)C(c2ccccc2)CC(=O)N1 (stereo not given)	0%	?	-0.3%[57.5 µM]	-3%	-2%	-2%	-14%	i	-7%	7%	i
Cc1noc(C)c1C(=O)Nc1nc(C23CC4CC(CC(C4)C2)C3)cs1	-9%	20µM*	0.4%	-1%	?	5%	10%	i	-28%	-28%	i
Cc1ccc(-n2nnnc2SCC(=O)c2c(N)n(CC(C)C)c(=O)n(C)c2=O)cc1	5%	-28%	0.3%	-1%	-4%	-6%	8%	i	-2%	-5%	i

Exported with values under each structure: 9 of the compounds above
Values run as follows: Tau filament bind	ERK AVP inh	HBB splice mod	Luciferase inh	CRE-bla Fsk	Hsp90 Hop PPI	HADH2 inh	TexasRed autofl	DNA Pol III inh	ALOX15 inhib	Rhodamine autofl
- CCN(C(=O)CN1CCCc2ccccc21)c1c(N)n(Cc2ccccc2)c(=O)[nH]c1=O
  6%	-4%	0.2%[57.5 µM]	0%	-2%	1%	2%	?	0%	1%	i
- COc1ccc(OC)c(S(=O)(=O)Nc2ccc(OCC(=O)O)cc2)c1
  4%	nt	-0.6%	4%	-5%	0%	-5%	nt	-3%	9%	nt
- Cn1c(CCN2CCCCC2)nc2cc(NC(=O)NC3CCCCC3)ccc21
  8%	11%	-2.4%[57.5 µM]	1%	-2%	0%	2%	i	-2%	4%	i
- C=CCNS(=O)(=O)c1ccc(OCC(=O)OCC)cc1
  0%	-15%	0.5%	-1%	-3%	2%	7%	?	-6%	-3%	i
- N#Cc1c(/N=C/c2cccs2)sc2c1CCC2
  16µM*	-19%	-2.1%[57.5 µM]	10µM*	-13%	-9%	-1%	i	-1%	-17%	i
- CCN(Cc1cc2cc(C)ccc2[nH]c1=O)S(=O)(=O)c1ccccc1
  5%	-5%	2.5%[57.5 µM]	-2%	8%	-4%	16%	i	-8%	0%	i
- O=C1NC(c2ccc3c(c2)OCO3)Nc2ccccc21 (stereo not given)
  2%	2%	0.0%[57.5 µM]	0%	4%	1%	?	?	2%	-12%	i
- COC(=O)CSC1=C(C#N)C(c2ccccc2)CC(=O)N1 (stereo not given)
  0%	?	-0.3%[57.5 µM]	-3%	-2%	-2%	-14%	i	-7%	7%	i
- Cc1noc(C)c1C(=O)Nc1nc(C23CC4CC(CC(C4)C2)C3)cs1
  -9%	20µM*	0.4%	-1%	?	5%	10%	i	-28%	-28%	i

From PubChem BioAssay
